NRP1-CendR mod: modulators of CendR peptide binding to NRP-1, primary screen, biochemical, fluorescence polarization, uHTS | FAM-RPARPAR peptide binding to NRP-1 | AID 602438, 2012 | hit rate 0.85% among 360,000 | Neuropilin-1 (Homo sapiens), O14786 | inhibition, % at 25 µM;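 active = inhibition or corrected inhibition above about 18%, plus a signal ratio from 0.5 to 1.5, limit read from the data, passing the limit was not always enough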; also: strong numbers were not always called active
SKN-1 block: suppressors of acrylamide-induced Pgst-4::GFP reporter in worms, primary screen, SKN-1 inhibitor project, whole organism, uHTS, GFP/RFP fluorescence ratio, strain VP596; C. elegans VP596 Pgst-4::GFP/RFP ratio, 24 h; inhibition, % at 21.8 µM; hit rate 0.49% among 360,000; AID 624304, 2012;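 active = interference check ratio from 0.5 to 1.5 plus GFP to RFP signal ratio inhibition reaching or exceeding a fixed threshold, cut at about 30% in these data, passing the limit was not always enough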; also: some compounds called inactive have numbers as strong as hits
NadD inh: inhibitors of S. aureus NadD, primary screen, biochemical, colorimetric, uHTS; Nicotinate-nucleotide adenylyltransferase NadD (Staphylococcus aureus N315); purified NadD enzyme, colorimetric absorbance read-out; inhibition, % at 20 µM; hit rate 0.78% among 360,000; AID 602399, 2012; in the data active = inhibition above about 26%; also: some compounds past the cut are filed as inactive
DNMT1 block: human DNMT1 methyltransferase inhibitors, primary screen, biochemical, molecular beacon, fluorescence, HinP1I cleavage, uHTS; hit rate 0.83% among 360,000; AID 588458, 2011; DNA (cytosine-5)-methyltransferase 1 (Homo sapiens), P26358; inhibition (reported as % activation of signal), % at 10 µM; in the data active = inhibition above about 50%
SUMO1 PPI mod: modulators of SUMO1 protein-protein interactions, primary screen, biochemical, uHTS; hit rate 0.33% among 360,000; inhibition, % at 20 µM; Small ubiquitin-related modifier 1 (Homo sapiens), P63165; SUMO1 binding to a labelled peptide, TR-FRET, 1 h; in the data active = inhibition above about 37%
STEP inh: STEP phosphatase inhibitors, primary screen, biochemical, fluorescence intensity, uHTS. recombinant STEP, OMFP fluorogenic substrate. inhibition, % at 20 µM. hit rate 0.25% among 360,000. AID 588621, 2011;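 active = inhibition at 20 µM, scaled per plate between control wells, above about 37%, limit read from the data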;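 also: 0% = DMSO with enzyme and substrate and 100% = substrate only without enzyme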
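medium = Bis-Tris buffer pH 6.0, 2.5 mM DTT, 0.005% Tween 20 | test system = STEP (striatal-enriched tyrosine phosphatase) enzyme, cell-free | measure = normalized % inhibition | compound dosing = 20 µM, 1% DMSO | also added = 25 µM OMFP | schedule = reaction 20 min, ambient temperature | measured by = fluorescence read at 480 nm ex / 540 nm em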
TbMetRS inhib: T. brucei MetRS inhibitors, primary screen, biochemical, luminescence; methionyl-tRNA synthetase (Trypanosoma brucei brucei); purified T. brucei MetRS, ATP depletion, Kinase-Glo luminescence; inhibition, % at 11.9 µM; hit rate 0.4% among 360,000; AID 624268, 2012;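 active = inhibition above a per-plate cutoff of the control wells' mean inhibition plus 3 SD, cut at about 5.5% in these data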;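 also: 0% = DMSO wells median and 100% = median of wells with control inhibitor compound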
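Dosing: 11.9 µM single point; system: parasite MetRS enzyme; technique: luminescence of leftover ATP; times: 15 min enzyme-compound preincubation, 2 h reaction, 10 min detection, 25 °C; replicates: each compound tested once; read-out basis: percent inhibition relative to median high and low control wells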
Neddyl block: inhibitors of cullin neddylation, primary screen, biochemical, TR-FRET, uHTS, NAE and Ubc12. NEDD8-conjugating enzyme Ubc12 (Homo sapiens) + NEDD8-activating enzyme E1 regulatory …. calls only at 25 µM. hit rate 0.58% among 360,000; in the data active = inhibition above about 36%
Target sequence (P61081 whole entry, looked up): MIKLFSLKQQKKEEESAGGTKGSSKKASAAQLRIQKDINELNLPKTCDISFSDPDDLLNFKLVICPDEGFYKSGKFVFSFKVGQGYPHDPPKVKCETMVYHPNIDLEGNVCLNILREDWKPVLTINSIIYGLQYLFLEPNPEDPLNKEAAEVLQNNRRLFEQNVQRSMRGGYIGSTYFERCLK
Target sequence (Q13564 whole entry, looked up): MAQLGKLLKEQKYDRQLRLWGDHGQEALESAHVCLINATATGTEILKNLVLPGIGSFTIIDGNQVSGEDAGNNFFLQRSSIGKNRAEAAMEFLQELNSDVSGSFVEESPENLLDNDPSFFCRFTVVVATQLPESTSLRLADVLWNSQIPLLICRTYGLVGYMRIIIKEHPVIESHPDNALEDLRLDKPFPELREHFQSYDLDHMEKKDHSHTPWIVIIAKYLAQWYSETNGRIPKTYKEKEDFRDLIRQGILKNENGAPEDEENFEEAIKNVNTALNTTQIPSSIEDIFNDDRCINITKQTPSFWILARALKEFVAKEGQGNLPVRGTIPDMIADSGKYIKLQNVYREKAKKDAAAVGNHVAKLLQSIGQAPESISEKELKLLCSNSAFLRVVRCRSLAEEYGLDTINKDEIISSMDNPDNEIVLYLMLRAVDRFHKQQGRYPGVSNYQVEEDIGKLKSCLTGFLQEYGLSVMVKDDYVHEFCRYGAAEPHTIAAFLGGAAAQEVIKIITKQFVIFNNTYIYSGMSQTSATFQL
Scp-1 inhibitor: Scp-1 phosphatase inhibitors, primary screen, biochemical, colorimetric, uHTS | Carboxy-terminal domain RNA polymerase II polypeptide A small phosphatase 1 (Homo … | Recombinant Scp1, phosphopeptide, malachite green phosphate absorbance | inhibition, % at 20 µM | hit rate 0.88% among 340,000 | AID 493091, 2011;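 active = inhibition above about 50% at 20 µM, limit read from the data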;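 also: plate controls were DMSO wells with enzyme for no effect and wells lacking enzyme for full effect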
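Assay system: SCP-1 catalytic fragment, aa 76-261 | Buffer or medium: Tris acetate buffer pH 5.5 with MgCl2 and Tween-20 | Compound: One concentration, 20 µM, with 1.0% DMSO | Also added: Phospho 17-mer peptide substrate | Signal: Absorbance at 630 nm | Incubation: 45 min enzyme reaction at room temperature | Measure: % inhibition of SCP-1 phosphate liberation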
LMPTP inh: LMPTP phosphatase inhibitors, primary screen, biochemical, fluorescence intensity, uHTS | inhibition, % at 20 µM | AID 651560, 2012 | Low molecular weight phosphotyrosine protein phosphatase (Homo sapiens), P24666 | hit rate 0.22% among 360,000 | recombinant LMPTP-A, OMFP fluorogenic substrate;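 active = compounds that cut the enzyme signal by at least half of the control window in the single-dose screen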;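 also: plate controls were DMSO wells with enzyme plus substrate for no effect and substrate without enzyme for full effect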
Target sequence (P24666 whole entry, looked up): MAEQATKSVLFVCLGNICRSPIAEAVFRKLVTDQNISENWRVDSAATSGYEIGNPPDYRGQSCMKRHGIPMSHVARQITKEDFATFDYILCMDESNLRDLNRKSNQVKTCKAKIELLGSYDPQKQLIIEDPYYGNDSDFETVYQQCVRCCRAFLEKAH
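Assay system: LMPTP-A phosphatase enzyme | Input: 0.625 nM enzyme | Also added: Fluorogenic phosphatase substrate OMFP at 400 µM final | Compound dosing: One test concentration per compound, 20 µM, with 3% DMSO overall | Schedule: 50 min enzyme reaction at room temperature, protected from light | Signal: Fluorescence intensity | Benchmarks: no-enzyme and uninhibited controls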
Starred values were filed as active, the others as inactive; i = inactive; nt = not tested or not shown.

1) CCN1CCN(C(=O)CCc2nnc(CCc3ccc(OC)cc3)o2)[C@@H](C)C1=O
2) CCOC(=O)c1ccc(NC(=S)N2CCC(C(N)=O)CC2)cc1
3) COc1ccc(N2CCN(C(=O)COC(=O)c3cc(S(=O)(=O)N(C)C)ccc3N3CCCC3)CC2)cc1
4) Cc1cc(Cl)ccc1NC(=O)COC(=O)c1c(C)noc1C
5) CN1CCN(S(=O)(=O)c2cccc(C(=O)N3CCN(c4ccccc4)CC3)c2)CC1
6) C/C(=N\NC(=O)CNC(=O)c1ccncc1)c1ccc(C)cc1

assay / entry | 1 | 2 | 3 | 4 | 5 | 6
NRP1-CendR mod | 17.1 | 12.5 | -10.1 | 2.1 | 8.8 | 17.1
SKN-1 block | -0.2 | 7.2 | 0.6 | -6.2 | 3.5 | -4.0
NadD inh | -3.8 | 0.5 | 6.5 | -1.5 | 3.7 | -6.2
DNMT1 block | 2.5 | 1.8 | 0.6 | -1.1 | 7.1 | 2.5
SUMO1 PPI mod | 3.7 | 1.8 | 3.1 | -2.7 | 3.4 | 3.8
STEP inh | -1.3 | -0.2 | -2.3 | 0.3 | -0.5 | -2.3
TbMetRS inhib | -0.1 | 0.0 | -0.3 | 0.4 | -0.1 | -0.5
Neddyl block | i | i | i | i | i | i
Scp-1 inhibitor | -12.6 | -1.7 | -3.4 | -2.7 | 2.1 | 1.1
LMPTP inh | -1.0 | -1.4 | 1.5 | 0.9 | 0.5 | -1.0

7) O=C(c1ccccc1)N1CCN(S(=O)(=O)N2CCCCCC2)CC1
8) CC(C)Oc1ccc(C(=O)NC2(C(F)(F)F)NC(=O)N(CCCc3ccccc3)C2=O)cc1 (stereo not drawn)
9) O=C(CSCc1cccc(CSCC(=O)Nc2ccccc2)n1)Nc1ccccc1
10) CN(Cc1ccccc1)C(=O)c1[nH]c(C(F)(F)F)nc1-c1ccccc1
11) COc1cc(NC(=O)c2ccc(-c3ccc(Br)cc3)o2)ccc1NC(=O)C(C)C
12) COc1cccc(C(=O)Nc2ccc(N3CCCC3)cc2)c1

assay / entry | 7 | 8 | 9 | 10 | 11 | 12
NRP1-CendR mod | 12.9 | -13.3 | 9.1 | 7.5 | -1.3 | -21.8
SKN-1 block | -2.4 | 6.3 | -28.0 | 1.2 | 29.4 | 4.8
NadD inh | 10.6 | -15.3 | 1.4 | 1.6 | -0.8 | 29.2
DNMT1 block | 21.3 | -11.5 | -0.2 | -6.0 | -15.3 | 91.3*
SUMO1 PPI mod | -0.6 | -3.0 | 0.8 | 6.6 | 4.4 | -5.7
STEP inh | 0.2 | -4.0 | -13.3 | 2.9 | -0.7 | 7.4
TbMetRS inhib | -0.6 | 0.0 | -0.1 | 1.0 | -1.8 | -2.2
Neddyl block | i | i | i | i | nt | i
Scp-1 inhibitor | 3.1 | -15.8 | -0.6 | nt | 13.0 | 1.1
LMPTP inh | 0.7 | 2.1 | 2.7 | -0.9 | 1.9 | 24.6

A draw from above in order of molecular weight, largest number first:
11) COc1cc(NC(=O)c2ccc(-c3ccc(Br)cc3)o2)ccc1NC(=O)C(C)C
7) O=C(c1ccccc1)N1CCN(S(=O)(=O)N2CCCCCC2)CC1
12) COc1cccc(C(=O)Nc2ccc(N3CCCC3)cc2)c1

assay / entry | 11 | 7 | 12
NRP1-CendR mod | -1.3 | 12.9 | -21.8
SKN-1 block | 29.4 | -2.4 | 4.8
NadD inh | -0.8 | 10.6 | 29.2
DNMT1 block | -15.3 | 21.3 | 91.3*
SUMO1 PPI mod | 4.4 | -0.6 | -5.7
STEP inh | -0.7 | 0.2 | 7.4
TbMetRS inhib | -1.8 | -0.6 | -2.2
Neddyl block | nt | i | i
Scp-1 inhibitor | 13.0 | 3.1 | 1.1
LMPTP inh | 1.9 | 0.7 | 24.6

Next part
13) Cc1ccc(S(=O)(=O)N2CCN(C(=O)Cn3cnc4c3c(=O)n(C)c(=O)n4C)CC2)cc1C
14) O=C1CCN(Cc2cccnc2)CCN1[C@H](CO)Cc1ccccc1
15) COc1ccc(C2/C=C\CN(C(=O)c3ccc(C)cc3)[C@H](Cc3ccccc3)C(=O)N2Cc2ccc(F)cc2)cc1 (stereo partly drawn)
16) CC1=C(C(=O)Nc2ccccc2)C(c2cccc([N+](=O)[O-])c2)Nc2nc3ccccc3n21 (stereo not drawn)
17) CC(C)c1ccc(NC(=O)NCc2ccc(F)cc2)cc1
18) O=C(CC1SC(=NCCc2ccccc2)N(/N=C/c2cccs2)C1=O)Nc1ccc(Cl)cc1 (stereo not drawn)

assay / entry | 13 | 14 | 15 | 16 | 17 | 18
NRP1-CendR mod | -7.3 | 2.0 | 11.7 | 8.6 | 5.0 | -2.1
SKN-1 block | -0.7 | 10.3 | 0.7 | 5.9 | 8.6 | 17.7
NadD inh | 3.1 | -3.6 | -2.7 | 8.2 | -5.0 | 2.2
DNMT1 block | 2.6 | -9.0 | 1.6 | 4.4 | 0.1 | -3.1
SUMO1 PPI mod | 1.3 | 2.0 | -2.0 | -8.8 | -3.1 | -0.8
STEP inh | 1.4 | -1.5 | 2.9 | -3.2 | 2.7 | 4.4
TbMetRS inhib | 0.2 | -0.2 | 0.1 | 0.0 | -0.5 | -0.2
Neddyl block | i | i | i | i | i | i
Scp-1 inhibitor | -4.9 | 1.9 | -8.7 | -4.3 | 3.8 | -11.6
LMPTP inh | 0.0 | -0.9 | 5.5 | 0.2 | 0.3 | 4.0

19) CNC(=S)c1cc(C(C)(C)C)c(O)c(C(C)(C)C)c1
20) O=C(O)Cc1ccc2ocnc2c1
21) COC(=O)C1=C(C)N(Cc2ccco2)C(=O)/C1=C\c1ccc(N(C)C)cc1
22) O=C(CNC(=O)c1ccc(F)cc1)N/N=C/c1cccnc1
23) Cc1ccc(C)c(S(=O)(=O)Nc2ccc(O)c3ccccc23)c1
24) Nc1nc2c(Br)ccc(Br)c2cc1C(=O)NCc1cccc2ccccc12

assay / entry | 19 | 20 | 21 | 22 | 23 | 24
NRP1-CendR mod | 4.2 | 3.6 | 121.2 | 12.5 | -3.6 | -11.4
SKN-1 block | 6.2 | 1.9 | 46.1 | 12.9 | -9.3 | 11.1
NadD inh | -6.7 | -0.3 | -2.5 | 2.2 | -2.3 | 41.1*
DNMT1 block | -0.8 | -3.9 | 18.9 | 2.0 | -19.9 | nt
SUMO1 PPI mod | -4.3 | -0.3 | -29.1 | -0.9 | -16.6 | -5.4
STEP inh | -1.3 | -11.8 | -16.7 | 0.5 | 2.2 | nt
TbMetRS inhib | -0.7 | -0.1 | 0.2 | 0.7 | -0.3 | -0.3
Neddyl block | i | i | i | i | i | i
Scp-1 inhibitor | -2.0 | -1.3 | -13.8 | -3.6 | -3.5 | nt
LMPTP inh | 1.5 | -1.6 | 0.2 | -0.3 | 1.8 | 2.2

Limited to Scp-1 inhibitor and NRP1-CendR mod, for six of the compounds above:
No.	structure	Scp-1 inhibitor	NRP1-CendR mod
19	CNC(=S)c1cc(C(C)(C)C)c(O)c(C(C)(C)C)c1	-2.0	4.2
20	O=C(O)Cc1ccc2ocnc2c1	-1.3	3.6
21	COC(=O)C1=C(C)N(Cc2ccco2)C(=O)/C1=C\c1ccc(N(C)C)cc1	-13.8	121.2
22	O=C(CNC(=O)c1ccc(F)cc1)N/N=C/c1cccnc1	-3.6	12.5
23	Cc1ccc(C)c(S(=O)(=O)Nc2ccc(O)c3ccccc23)c1	-3.5	-3.6
24	Nc1nc2c(Br)ccc(Br)c2cc1C(=O)NCc1cccc2ccccc12	nt	-11.4

Screens as filed in PubChem BioAssay.
